V1R ag counter: V1a receptor agonism, counter-screen for OXTR agonists; P37288; CHO-V1R cells, Fluo-8 calcium fluorescence, agonist mode; 0% DMSO, 100% 3 nM vasopressin; activation, % at 3 µM; 320,000 compounds, 0.25% hits;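 active means activation above the mean activation of all tested compounds plus 3 SD, per screening run, cut at about 20% in these data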;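 further: signal is peak over basal fluorescence ratio across a 100 second FLIPR read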
Target sequence (P37288 whole entry, looked up): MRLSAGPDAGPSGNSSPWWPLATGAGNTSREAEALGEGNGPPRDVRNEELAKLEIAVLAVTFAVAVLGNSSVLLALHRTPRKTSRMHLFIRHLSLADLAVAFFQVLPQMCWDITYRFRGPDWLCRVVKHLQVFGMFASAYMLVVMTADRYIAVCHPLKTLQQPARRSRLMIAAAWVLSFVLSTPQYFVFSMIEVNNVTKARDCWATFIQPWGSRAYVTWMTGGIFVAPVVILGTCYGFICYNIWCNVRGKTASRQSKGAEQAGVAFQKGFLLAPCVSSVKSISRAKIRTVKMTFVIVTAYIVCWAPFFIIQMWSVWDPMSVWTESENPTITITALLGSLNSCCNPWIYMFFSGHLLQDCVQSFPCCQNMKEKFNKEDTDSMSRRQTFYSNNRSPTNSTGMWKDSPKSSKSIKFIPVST
GPR7 antag: antagonists of human GPR7 (neuropeptides B/W receptor 1); inhibition, % at 4.4 µM; AID 1861; GPR7-expressing cells, fluorescence antagonist assay; P48145; 290,000 compounds, 1.1% hits; in the data active means inhibition above about 16%, passing the limit was not always enough;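 further: cells stimulated with the agonist NPW; 0% = agonist with vehicle and 100% = vehicle without agonist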
Target sequence (P48145 whole entry, looked up): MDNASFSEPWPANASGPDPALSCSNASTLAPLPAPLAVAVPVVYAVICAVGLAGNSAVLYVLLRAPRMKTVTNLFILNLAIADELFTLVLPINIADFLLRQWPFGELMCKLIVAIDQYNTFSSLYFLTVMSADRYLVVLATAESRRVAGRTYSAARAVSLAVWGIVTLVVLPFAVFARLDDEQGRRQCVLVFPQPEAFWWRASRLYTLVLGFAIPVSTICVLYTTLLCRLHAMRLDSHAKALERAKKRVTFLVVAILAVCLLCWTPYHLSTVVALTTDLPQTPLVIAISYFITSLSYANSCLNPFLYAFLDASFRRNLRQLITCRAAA
GalR3 antag: antagonists of human GalR3; O60755; HEK293 GalR3-CNG cAMP membrane potential fluorescence; galR3 body fused to GalR1 C-terminus; inhibition, % at 3 µM; 360,000 compounds, 0.44% hits;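 active means inhibition above the screen-wide average plus 3 SD, cut at about 13% in these data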;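 further: forskolin and galanin both at EC90 stimulate the cells; cAMP rise reported by CNG channel membrane potential dye signal; 0% = forskolin plus galanin with DMSO and 100% = forskolin alone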
Target sequence (O60755 1-299 limits assumed): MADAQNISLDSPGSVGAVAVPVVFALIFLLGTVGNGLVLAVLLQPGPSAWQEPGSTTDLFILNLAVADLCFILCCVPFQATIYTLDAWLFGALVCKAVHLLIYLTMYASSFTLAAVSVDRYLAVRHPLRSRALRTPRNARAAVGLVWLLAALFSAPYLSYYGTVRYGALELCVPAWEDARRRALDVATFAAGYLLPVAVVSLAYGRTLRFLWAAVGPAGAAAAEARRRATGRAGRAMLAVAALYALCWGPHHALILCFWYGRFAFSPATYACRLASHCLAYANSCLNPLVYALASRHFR
NALP1 yeast inh: inhibitors of NALP1 inflammasome in yeast; S. cerevisiae NALP1/ASC/caspase-1 growth, X-gal OD620, 72 h; inhibition, % at 10 µM; 280,000 compounds, 0.61% hits; AID 2071; in the data active means inhibition mostly above about 24%, no sharp cut-off; inactive means mostly below about 32%; further: some compounds called inactive have numbers as strong as hits
MEKK2mut PB1 HTS: signal of MEK5 binding to mutant human MEKK2 PB1 domain; bead flow cytometry, Alexa488-MEK5 binding to MEKK2 mutant; percent response, % at 10 µM; 290,000 compounds, 0.35% hits; AID 1530; in the data active means percent response above about 24%, passing the limit was not always enough; further: inactives centre near 1; some results filed as inactive read as strong as hits
M18AAP inhibitor: PfM18AAP enzyme inhibition; recombinant PfM18AAP, H-Glu-NHMec fluorogenic cleavage; inhibition, % at 7.35 µM; 290,000 compounds, 1.2% hits; AID 1822;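 active means inhibition above the campaign mean inhibition over all tested compounds plus 3 SD, cut at about 28% in these data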;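 further: 0% = plate median of test compound wells and 100% = 2 mM ZnCl2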
MEKK2 WT-MEK5: raises or lowers MEK5 binding to wildtype human MEKK2 PB1 domain. bead flow cytometry, Alexa488-MEK5 binding to MEKK2 WT; actives lie on both sides. 290,000 compounds, 1.1% hits. binding response (% of control), % at 10 µM. Q9Y2U5; in the data active means binding response below about 67% or above about 130%
OXTR agonist: human OXTR agonism; AID 2435; activation, % at 3 µM; 320,000 compounds, 0.32% hits; CHO-OTR cells, Fluo-8 calcium fluorescence; normalized: DMSO 0%, oxytocin 100%;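 active means activation above the mean of all tested compounds plus 3 SD, cutoff set per screening run, cut at about 20% in these data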;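 further: peak over basal fluorescence ratio from a 100 s FLIPR kinetic read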
OXTR potentiate: potentiates the human oxytocin receptor response. activation, % at 3 µM. CHO-OTR cells, Fluo-8 calcium fluorescence, potentiator mode; 0% = oxytocin EC15, 100% = EC100. AID 2445. P30559. 320,000 compounds, 0.061% hits;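 active means activation above that plate's cutoff, the mean activation of tested compounds plus 3 SD, cut at about 6.6% in these data, passing the limit was not always enough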;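 further: 100% uses oxytocin at 75 nM as the full agonist control; some results filed as inactive read as strong as hits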
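assay system = CHO-OTR cells, human receptor | schedule = compound 6 min at room temperature before oxytocin, 100 s read | detection = Fluo-8 intracellular calcium fluorescence, ex 470-495, em 515-575 nm | evaluation = normalized max/min fluorescence ratio, % activation | control set = EC15 oxytocin alone as 0%, 75 nM oxytocin (EC100) as 100%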
An asterisk follows results filed as active; . = not tested or not shown; + = active, no number; [ ] = remark or other dose. No enrichment for hits; about 4.1% have a hit in one of these screens.

Start of the data: the first 2 records as a preview:
SMILES | V1R ag counter | GPR7 antag | GalR3 antag | NALP1 yeast inh | MEKK2mut PB1 HTS | M18AAP inhibitor | MEKK2 WT-MEK5 | OXTR agonist | OXTR potentiate
CCCCCNC(=O)CCCCn1c(=O)[nH]c2cc(OCC)c(OCC)cc2c1=O | 0.9 | 10 | -1 | -31 | 2 | -3 | 105 | 0.3 | 2
Cc1ccccc1-c1nnn(Cc2cccc(S(=O)(=O)N3CCOCC3)c2)n1 | 12 | . | -7 | . | . | . | . | 13 | -12

All compounds of this part, from the first entry:
SMILES | V1R ag counter | GPR7 antag | GalR3 antag | NALP1 yeast inh | MEKK2mut PB1 HTS | M18AAP inhibitor | MEKK2 WT-MEK5 | OXTR agonist | OXTR potentiate
CCCCCNC(=O)CCCCn1c(=O)[nH]c2cc(OCC)c(OCC)cc2c1=O | 0.9 | 10 | -1 | -31 | 2 | -3 | 105 | 0.3 | 2
Cc1ccccc1-c1nnn(Cc2cccc(S(=O)(=O)N3CCOCC3)c2)n1 | 12 | . | -7 | . | . | . | . | 13 | -12
COc1cccc(N2C(=O)[C@H]3C(C(=O)c4cnccn4)=NN[C@H]3C2=O)c1 | 0.8 | 3 | -1 | . | 7 | 10 | 111 | -2.0 | -15
O=C(c1sc2ccccc2c1Cl)N(Cc1ccccc1)C1CCS(=O)(=O)C1 (configuration not stated) | 0.5 | 25 | -6 | 18 | -12 | 1 | 90 | 2.6 | -2
CCCn1c(N)c(N(CCOC)C(=O)Cc2ccc(S(=O)(=O)N3CCOCC3)s2)c(=O)[nH]c1=O | 1.7 | . | -2 | . | . | . | . | 0.7 | -2
CCOC(=O)[C@H]1[C@H]2COc3ccc(Cl)cc3[C@@H]2N2C(=O)CN(Cc3ccc(C)cc3)C(=O)[C@@]12C | 0.2 | . | -5 | . | . | . | . | 0.0 | 0
CCN1CCN(C(CNS(=O)(=O)c2ccc(C)cc2)c2cccnc2)CC1 (configuration not stated) | 0.4 | -3 | -1 | 0 | 2 | -3 | 106 | 0.2 | -8
O=C(c1cc(COc2ccc(F)cc2F)on1)N1CCSCC1 | 0.4 | -8 | 1 | 2 | -9 | -7 | 94 | -0.3 | -2
Cc1cnc(C(=O)OCC(=O)Nc2cc(S(=O)(=O)N3CCOCC3)ccc2Cl)cn1 | 1.5 | . | -1 | . | . | . | . | 0.3 | 5
COc1ccc(CCN(C)C(=O)CNC(=O)c2ccccc2F)cc1OC | -0.1 | -9 | -8 | 9 | -1 | -5 | 104 | 0.2 | 6
O=C(NNC(=O)c1ccccc1C(F)(F)F)c1csc(N2CCOCC2)n1 | -0.9 | -11 | -3 | 2 | 8 | -1 | 111 | 0.0 | -7
CC(=O)N/C(=C\c1ccccc1)C(=O)OC(C)C(=O)c1ccccc1 (configuration not stated) | 0.2 | . | 3 | . | . | . | . | 0.1 | -5
CCOc1ccc2nc(NCCO)[nH]c2c1 | 0.4 | 0 | 2 | -3 | 3 | -2 | 103 | 1.3 | -2
COc1ccccc1NS(=O)(=O)c1ccc(C(=O)NCC2(N(C)C)CCCCC2)cc1 | 1.9 | . | -7 | . | . | . | . | 2.3 | 0
CCCCCC1=NN2C(=O)CC(=O)N=C2S1 | 0.4 | -2 | -6 | . | -18 | 4 | 86 | 0.1 | -2
CC(CNC(=O)c1cc(COc2c(F)cccc2F)on1)c1ccccc1 (configuration not stated) | 0.8 | -15 | 0 | 0 | 2 | 0 | 103 | 0.6 | -6
COc1cccc(NC(=O)c2ccccc2Oc2ccccc2)c1 | 0.9 | -24 | 1 | 15 | 3 | 2 | 104 | -0.7 | 4
COc1cccc(CNC(=O)CSc2nc(=O)n(Cc3ccncc3)c3c2CCC3)c1 | -0.6 | . | 4 | . | . | . | . | -0.5 | 0
CCC(=O)N1CCc2cc(S(=O)(=O)CCC(=O)Nc3ccc(OC)cc3)ccc21 | -0.1 | -12 | -1 | 3 | -3 | -1 | 99 | -0.2 | -6
O=C(Cn1nc(-c2ccccc2Cl)ccc1=O)Nc1ccc(Br)cc1 | 1.6 | 3 | -4 | 0 | + | 1 | . | 0.1 | -5
COc1cc(/C=C/C(=O)N2CCCc3ccccc32)cc(OC)c1OC | -0.2 | -12 | 2 | 2 | 2 | 7 | 107 | -2.0 | -7
COc1ccc(NC(=O)CNC(=O)Cc2cccc3ccccc23)c(OC)c1 | 0.5 | . | -3 | . | . | . | . | -0.7 | -3
CC(C)(Oc1ccc(Cl)cc1)C(=O)O/N=C(\N)c1ccncc1 | 0.6 | -6 | -1 | 5 | 2 | 6 | 101 | -2.0 | -4
O=C(Cc1ccccc1)c1ccc(Cl)cc1 | -0.7 | 1 | 5 | 10 | -4 | -4 | 100 | -2.5 | -4
Cc1c(C)n(Cc2ccccc2)c2ccc(C(=O)OCCCN(C)C)cc12 | 9.8 | 9 | 1 | 6 | -2 | 3 | 158* | 5.8 | -12
CCC/C(O)=C1\C(=O)CCCC1=NCCc1c(C)[nH]c2ccc(OC)cc12 | -0.8 | -15 | 2 | 19* | -12 | 2 | 93 | -0.6 | -11
CCC(=O)c1ccc(OC(=O)c2cccs2)cc1 | -0.6 | 7 | -2 | . | -1 | 0 | 99 | -0.7 | -7
Cc1ccc(-c2csc3ncn(CC(=O)O)c(=O)c23)cc1C | 0.3 | -12 | -3 | 4 | 9 | 1 | 102 | -0.1 | 3
CN(C)CCN(Cc1ccccc1)C(=O)[C@H](Cc1ccccc1)N1C(=O)c2ccccc2C1=O | -0.2 | 19 | -7 | 20 | -4 | -18 | 101 | -0.1 | -9
CC(NC(=S)NC1CCCCC1)C(c1ccccc1)N1CCOCC1 (configuration not stated) | -0.9 | 4 | -2 | -11 | 0 | -17 | 104 | -1.6 | 4
CCC1(C)Cc2c(sc3nc(SC)n(Cc4ccccc4)c(=O)c23)CO1 (configuration not stated) | 0.2 | 2 | -3 | 0 | 1 | 8 | 100 | -0.2 | -1
CCOC(=O)c1cnc2c(c(C)nn2C)c1Oc1ccc(Cl)cc1 | -1.1 | -17 | -5 | 25 | 2 | 3 | 106 | -2.0 | -3
COc1cc2cc(CN(CCN3CCCC3)C(=O)Nc3ccccc3Cl)c(=O)[nH]c2cc1OC | -0.4 | 5 | 0 | 39 | . | -6 | . | 0.1 | -5
C/C(=N/NC(=O)c1ccco1)c1cccc(NC(=O)c2ccc(C)s2)c1 | 1.4 | 20* | 1 | 28 | -2 | -1 | 99 | -1.4 | -14
O=S(=O)(O)c1nc2ccccc2n1Cc1ccc(Cl)cc1 | -0.2 | -11 | 2 | 22 | 2 | 12 | 102 | 0.0 | -3
CC1CCCC(NC(=O)C2CCN(S(=O)(=O)N3CCOCC3)CC2)C1C (configuration not stated) | 0.1 | 0 | -4 | -7 | -3 | -16 | 92 | -0.3 | -5
C/C(=N\NC(=O)C1CC1)c1cccnc1 | 0.3 | -5 | -7 | 17 | -2 | 5 | 94 | 0.9 | -1
CCN1CCN(C(=O)CN(Cc2ccccc2)S(C)(=O)=O)CC1 | 1.0 | -21 | -6 | 8 | 2 | 3 | 111 | 0.5 | -11
Cc1nc(SCc2ccccc2F)c2oc3ccccc3c2n1 | -0.5 | -17 | 0 | . | 0 | 2 | 100 | -0.3 | 0
CC(C)c1ccc(C2N3CC4([N+](=O)[O-])CN2CC([N+](=O)[O-])(C3)C4(C)C)cc1 (configuration not stated) | 0.3 | -2 | -4 | 24 | -1 | 0 | 95 | 0.8 | -1
CCCCC(=O)N(c1ccc(C(=O)O)cc1)c1nc(-c2ccc(Cl)cc2)c(CC)s1 | 0.7 | -15 | -5 | -1 | -60 | 6 | 3.0*[inhibitor] | 0.6 | -3
COc1ccc(CNC(=O)C2=CC(c3ccc(OC)c(OC)c3)=NS(=O)(=O)N2C)cc1 | 0.9 | -5 | . | 10 | 0 | 7 | 99 | 2.2 | -2
Cc1ccc([C@@H]2CC=C(C(=O)O)[C@H](c3cccc(Cl)c3)N2S(=O)(=O)c2ccccc2C)cc1 | 1.1 | . | -6 | . | . | . | . | -0.4 | -9
COc1ccc(CN2C(=O)c3cccnc3C2Nc2cc(Cl)c(OC)cc2OC)cc1 (configuration not stated) | -0.5 | -4 | -2 | 12 | 5 | 14 | 93 | -1.5 | 4
COc1ccc(CNn2cnnc2)c(O)c1 | -0.3 | -12 | -5 | 4 | 4 | 2 | 104 | 0.5 | 9
O=C(Nc1ccc(C(F)(F)F)cc1)C1CCN(S(=O)(=O)c2ccc(N3CCCC3=O)cc2)CC1 | 5.1 | 23* | -7 | 21 | -2 | -2 | 100 | 4.7 | -8
O=c1oc2ccccc2n1CCCCCn1c(=O)oc2ccccc21 | 1.9 | 10 | -2 | -27 | 3 | -9 | 104 | -2.4 | -10
Cc1noc(C)c1COC(=O)c1cc(=O)[nH]c2ccccc12 | 1.3 | -5 | 8 | -8 | 8 | 3 | 103 | 0.1 | -4
COc1cccc(/C=N/NC(=O)C(C)n2nnc3ccccc32)c1 (configuration not stated) | 2.5 | -6 | 3 | 12 | -3 | -3 | 89 | 0.8 | -7
Cc1ccc(CN2CCN(Cc3cccn3-c3ccc(Cl)cn3)CC2CCO)o1 (configuration not stated) | -0.9 | -2 | -7 | 13 | -2 | -1 | 99 | -0.1 | -8
CCOC(=O)N1CCN(c2ccc(C(=O)c3ccccc3)cc2F)CC1 | 5.2 | -9 | -5 | 4 | 7 | -5 | 103 | 2.7 | -11
N#CCCN1CCCN(CCC#N)CCN(CCC#N)CCCN(CCC#N)CC1 | 0.1 | -7 | -11 | 9 | -2 | 0 | 99 | 3.4 | -4
NC(=O)C1CCCN(C(=S)Nc2ccccc2)C1 (configuration not stated) | 0.7 | 4 | 4 | 19 | -3 | 6 | 97 | 1.3 | -4
O=C(/C=C/c1c(Cl)cccc1Cl)N1CCOCC1 | -0.5 | 11 | -4 | 9 | 1 | -5 | 101 | -0.6 | -16
CC1CN(C(=O)C(Sc2ccccc2)c2ccccc2)CC(C)O1 (configuration not stated) | -0.5 | -14 | -4 | 22 | 4 | -1 | 89 | -2.4 | -3
CC1CCC2C(=O)N(c3cc(Cl)ccc3OC(=O)c3ccco3)C(=O)C2C1 (configuration not stated) | . | -9 | -6 | 5 | 5 | 8 | 101 | . | .
Nn1c(SCC(=O)N2CCOCC2)nnc1C1CC1 | 1.3 | -10 | 5 | -22 | -5 | 1 | 95 | 1.0 | -5
COc1cc2nc(COc3ccc(C#N)cc3)n(CC#N)c(=O)c2cc1OC | 14 | 3 | -5 | 5 | -8 | -4 | 91 | 1.9 | -7
CCC1(C)Cc2c(sc3nnn(CC(=O)Nc4cccc5ccccc45)c(=O)c23)CO1 (configuration not stated) | 0.3 | 3 | -6 | -14 | 3 | -1 | 97 | -0.6 | -6
CCOc1ccc2nc(COC(=O)c3cccc([N+](=O)[O-])c3)c(C(C)=O)[n+]([O-])c2c1 | 0.8 | -5 | -6 | . | 3 | 0 | 107 | 0.4 | 5

Record cards (already shown). Screens in order: V1R ag counter, GPR7 antag, GalR3 antag, NALP1 yeast inh, MEKK2mut PB1 HTS, M18AAP inhibitor, MEKK2 WT-MEK5, OXTR agonist, OXTR potentiate
Cc1ccc(CN2CCN(Cc3cccn3-c3ccc(Cl)cn3)CC2CCO)o1 (configuration not stated) as listed: -0.9, -2, -7, 13, -2, -1, 99, -0.1, -8
Nn1c(SCC(=O)N2CCOCC2)nnc1C1CC1 as listed: 1.3, -10, 5, -22, -5, 1, 95, 1.0, -5

Screening data as filed in PubChem.
